Screening data deposited in PubChem BioAssay by Broad Institute.
S100A4 MyoIIA = inhibitors of S100A4-myosin IIA peptide binding, primary screen, biochemical, fluorescence polarization, TAMRA-MyoIIA peptide. Protein S100-A4 (Homo sapiens), P26447. inhibition, % at 10.7 µM. 360,000 tested, 0.14% active. AID 652163, 2013;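 active = mean inhibition of at least 70% across replicates, with every replicate also reaching that level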
Target sequence (P26447 whole entry, looked up): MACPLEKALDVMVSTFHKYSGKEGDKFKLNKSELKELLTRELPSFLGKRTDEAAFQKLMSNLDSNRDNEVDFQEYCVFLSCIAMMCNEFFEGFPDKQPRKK
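Material: S100A4 monomer protein | Medium: HEPES pH 7.2 with CaCl2, KCl, NaCl, DTT, Triton | Reagent: Labelled myosin peptide probe, 5 nM | Doses: One dose per compound | Times: 5 min incubation before reading | Benchmarks: Neutral control DMSO, positive control TFP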
FN deposit inh = inhibitors of fibronectin matrix deposition, primary screen, AH1F cells, Alexa488-fibronectin fluorescence, plate reader; 350,000 tested, 0.086% active; inhibition, % at 12.6 µM; AH1F fibroblasts, overnight;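 active = mean inhibition across replicates of 30% or more, regardless of how many single replicates reach that level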;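 also: positive control wells lacked labelled fibronectin entirely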
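Material: AH1F fibroblast monolayer depositing Alexa488-labelled fibronectin into matrix / Amount: 10000 AH1F cells per well / Signal: fluorescence 485/525 nm / Medium: DMEM, 2% serum / Compound: single dose, pinned / Incubation: 1 h cell adhesion before compound, then overnight fibronectin incubation / Reagent: Alexa488-FN, 24 nM final / Read-out: inhibition of fibronectin deposition signal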
EWS-Fli inh = EWS/Fli-driven NR0B1 reporter inhibitors, primary screen, A673 cells, NR0B1 luciferase, luminescence, MLPCN library. viability-normalised. inhibition, % at 12.6 µM. 350,000 tested, 0.67% active. AID 651661, 2012;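 active = mean inhibition of at least 50% after viability correction, with every replicate also passing that limit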;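 also: firefly luciferase signal divided by Alamar Blue viability fluorescence both relative to DMSO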
XiGFP reactiv = activators of inactive X chromosome reactivation, primary screen, imaging, XiGFP fibroblasts, GFP high-content imaging, set 2; AID 743238, 2013; XiGFP mouse fibroblasts, % GFP-positive cells imaging, 3 d; cells co-treated with 5-aza-dC sensitizer; scaled so ellipticine positive control = 100%; 360,000 tested, 0.055% active; activation, % at 7.58 µM;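 active = mean normalized replicate activation at least 10% and every replicate at or above 10%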;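 also: 0% = median of on-plate neutral control wells and 100% = ellipticine 6 µM median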
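assay system = SV40-immortalized XiGFP fibroblast cells, line 68-5-11 | buffer or medium = DMEM plus 5-aza-dC sensitizer | doses = single-point pinned compound dosing | times = 3-day compound exposure, then 15 min fixation at room temperature | benchmarks = positive control ellipticine, 6 µM final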
RAD52 anneal inh = RAD52 DNA annealing inhibitors, primary screen, biochemical, FRET, single point, set 2; DNA repair protein RAD52 homolog (Homo sapiens), P43351; recombinant RAD52 DNA annealing, FRET fluorescence; inhibition, % at 18.7 µM; 360,000 tested, 0.46% active; AID 651710, 2012;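 active = every replicate showing at least 50% inhibition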
E-selectin induc = E-selectin induction in HUVECs, primary screen, imaging, HUVEC, immunofluorescence imaging, single point. P16581. normalized: neutral wells 0, TNF-alpha wells 100. activation, % at 7.58 µM. 260,000 tested, 0.37% active. AID 686992, 2013;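 active = mean E-selectin-positive cell signal at least 10% of the positive control, reached in at least 60% of replicates, without over 20% cell loss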;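 also: in these data hits start at about 27%; measured in HUVEC primary endothelial cells; signal is the percent of cells scored E-selectin positive by PE staining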
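System: HUVEC, human umbilical vein endothelial cells; quantity: 3,000 cells/well; buffer or medium: EGM-2 medium, gelatin-coated wells; dosing: single-point compound dose; detection: immunofluorescence imaging; evaluation: % PE-positive cells; benchmarks: TNF-alpha, DMSO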
esBAF inh = Bmi1 luciferase reporter increase in mESCs, primary screen, esBAF inhibitor project, mouse ES cells, Bmi1 luciferase knock-in, single point. 24 h; 100% = twice the neutral-well signal. reporter increase, % at 12.5 µM. 350,000 tested, 2% active; in the data active = activation above about 40%;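 also: 0% = median of the plate's neutral control wells and 100% = double that signal; a rise in the Bmi1 reporter signal indicates esBAF inhibition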
RAD54 branch = inhibitors of human RAD54 branch migration, primary screen, biochemical, fluorescence, single point. inhibition, % at 10.4 µM. RAD54 Holliday junction branch migration, FAM/BHQ fluorescence. DNA repair and recombination protein RAD54-like (Homo sapiens), Q92698. 360,000 tested, 0.14% active;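 active = mean normalized replicate activity at least 40 and at least half of replicates scoring 40 or more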;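 also: 0% = median of neutral control wells and 100% = median of positive control wells; inhibitors cause a drop in the FAM fluorescence signal; in these data hits start at about 50%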
Target sequence (Q92698 whole entry, looked up): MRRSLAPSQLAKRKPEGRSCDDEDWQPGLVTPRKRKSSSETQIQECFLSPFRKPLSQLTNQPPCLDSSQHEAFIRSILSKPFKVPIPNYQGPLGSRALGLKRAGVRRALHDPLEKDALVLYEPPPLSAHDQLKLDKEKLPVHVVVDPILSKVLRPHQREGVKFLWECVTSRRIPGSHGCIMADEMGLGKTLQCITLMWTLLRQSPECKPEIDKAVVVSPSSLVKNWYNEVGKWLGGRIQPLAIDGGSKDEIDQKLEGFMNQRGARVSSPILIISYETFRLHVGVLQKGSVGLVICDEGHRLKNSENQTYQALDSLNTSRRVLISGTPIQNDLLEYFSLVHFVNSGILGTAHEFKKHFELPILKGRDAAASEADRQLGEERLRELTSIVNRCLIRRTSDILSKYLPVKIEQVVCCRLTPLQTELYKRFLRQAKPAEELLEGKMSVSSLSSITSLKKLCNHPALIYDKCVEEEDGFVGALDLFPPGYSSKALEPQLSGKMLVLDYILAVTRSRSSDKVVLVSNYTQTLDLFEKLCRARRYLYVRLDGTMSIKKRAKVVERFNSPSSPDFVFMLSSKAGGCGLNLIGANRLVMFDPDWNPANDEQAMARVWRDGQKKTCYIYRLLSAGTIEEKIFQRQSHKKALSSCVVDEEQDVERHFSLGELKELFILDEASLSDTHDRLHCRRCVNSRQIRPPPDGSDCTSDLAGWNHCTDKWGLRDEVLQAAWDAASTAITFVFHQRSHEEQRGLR
The depositor's hits bear a star; x = not tested or not shown; & = joins results of further samples. Rows were taken by chance; any-hit rate near 3%.

SMILES | S100A4 MyoIIA | FN deposit inh | EWS-Fli inh | XiGFP reactiv | RAD52 anneal inh | E-selectin induc | esBAF inh | RAD54 branch
CC(=O)N1N=C(N)SC1(C)C | -2 | 0 | -5 | -0.4 | -13 | 4.6 | 5 | 5
Cc1cc(Cl)c(C)c(S(=O)(=O)Oc2ccccc2NC(=O)CCC(=O)O)c1Cl | 0 | -2 | -24 | 0.2 | -22 | x | 3 | -6
CC(C)(C)C1CCc2onc(C(=O)Nc3ccc4c(c3)OCO4)c2C1 (stereo not given) | -16 | 1 | -18 | 0.3 | -11 | x | -7 | 7
COc1ccc(CCOC(=O)c2ccc(NC(=O)CC#N)cc2)cc1 | 2 | 7 | 4 | 0.1 | -87 | x | 0 | -7
CCC(=O)N1[C@@H]2c3cccc(=O)n3C[C@H]1[C@H](CO)[C@H]2C(=O)NCc1ccc(F)cc1 | 4 | x | -6 | -0.1 | -6 | -0.5 | 2 | 5
CCCNC(=O)N(C)C[C@@H]1Oc2ncc(C#CCc3ccccc3)cc2C(=O)N([C@H](C)CO)C[C@@H]1C | -12 | x | -2 | 0.5 | 5 | 0.5 | 1 | 0
C[C@H]1CCCCO[C@@H](CN(C)Cc2ccc(C(F)(F)F)cc2)[C@@H](C)CN([C@@H](C)CO)C(=O)c2cc(NC(=O)c3ccncc3)ccc2O1 | -13 | 5 | 21 | 0.4 | -21 | 1.4 | -1 | -1
O=C(O)c1ccccc1-c1nc2cc(Cl)ccc2c(=O)n1O | -1 | 5 | -12 | 0.0 | -15 | x | x | x
COc1ccc(CN2CCC(Oc3cc(C(=O)NC4CC4)ccc3OC)CC2)c(O)c1 | 2 | -14 | 10 | 0.1 | -12 | x | 7 | 1
O=C(O)c1ccccc1NC(=O)c1ccccc1Nc1ccccc1 | -8 | 0 | 10 | 0.1 | -5 | x | 7 | -9
CS(=O)(=O)N(CC(=O)N1CCCCCC1)c1cccc([N+](=O)[O-])c1 | 0 | 0 | -5 | 0.0 | 1 | x | -2 | -2
O=C(C1CC1)N1CCC(c2nc(-c3ccc(S(=O)(=O)N4CCCC4)cc3)no2)CC1 | 1 | x | 15 | x | -12 | x | 0 | -3
CC1CCN(S(=O)(=O)c2ccc(NC(=O)[C@@H]3CCCN3C(=O)c3cccs3)cc2)CC1 | -2 | -12 | 9 | 0.1 | -15 | 2.2 | -3 | -1
Cc1noc(C)c1S(=O)(=O)Nc1ccc2c(c1)C(=O)N([C@H](C)CO)C[C@H](C)[C@H](CN(C)C(=O)Nc1cccc3ccccc13)OCCCC[C@@H](C)O2 | 6 | -11 | 5 | -0.1 | 11 | 0.2 | -6 | -3
Cc1noc(C)c1COc1ccc(C(=O)OCC(=O)NCCN2C(=O)CSC2=O)cc1 | 0 | 0 | -3 | 0.0 | -13 | -0.2 | 0 | x
COc1cc(SC)ccc1C(=O)N1CC(C)OC(C)C1 (stereo not given) | 5 | 5 | 9 | 0.0 | -9 | -0.8 | x | x
O=[N+]([O-])c1ccc(O)c2ncccc12 | -5&0 | -13 | 40 | 0.5 | 0 | 7.6 | 19&-36 | 6&0
C[C@@H]1CCCCO[C@H](CN(C)Cc2ccc(C(=O)O)cc2)[C@H](C)CN([C@@H](C)CO)C(=O)c2cc(NS(=O)(=O)c3ccc(F)cc3)ccc2O1 | 5 | x | -3 | -0.1 | 14 | 0.2 | -4 | -2
COc1ccc(CN(C)C[C@@H]2Oc3ccc(NC(=O)Nc4ccc(F)cc4)cc3CC(=O)N([C@H](C)CO)C[C@H]2C)cc1 | 0 | x | 4 | -0.1 | -7 | 83* | -1 | 12
O=C(NC[C@H]1[C@@H](c2ccccc2)[C@@H](CO)N1CC1CCCC1)C1CC1 | 3 | x | -2 | 0.0 | -23 | 0.1 | -2 | 0
CC(C)NC(=O)Nc1ccc2c(c1)CC(=O)N([C@H](C)CO)C[C@H](C)[C@@H](CN(C)Cc1ccc(C(=O)O)cc1)O2 | 11 | x | -2 | -0.1 | -3 | 39* | -4 | 1
C=CCn1cc(C(=O)N2CCN(C)CC2)c(=O)c2cc(S(=O)(=O)N3CCCC3)ccc21 | 5 | -54 | -4 | 0.2 | -5 | -0.3 | -7 | 5
O=C(C1CCCC1)N1CC(=O)N2[C@H](C1)[C@@H](c1ccc(C#CC3CCCC3)cc1)[C@@H]2CO | 9 | x | -2 | 0.0 | -8 | -0.2 | x | x
COC(=O)c1ccc(N2OC3(C)C=CC2CC3)cc1 (stereo not given) | -3 | 5 | -38 | 0.0 | -13 | -0.2 | 63* | 1
N#Cc1cc(N)ccc1-n1cccc1 | -3 | 2 | 4 | 0.2 | -27 | 12 | 2 | -16

Compound profiles, from the list above. Order of values: S100A4 MyoIIA | FN deposit inh | EWS-Fli inh | XiGFP reactiv | RAD52 anneal inh | E-selectin induc | esBAF inh | RAD54 branch
O=C(C1CCCC1)N1CC(=O)N2[C@H](C1)[C@@H](c1ccc(C#CC3CCCC3)cc1)[C@@H]2CO in the list: 9 | x | -2 | 0.0 | -8 | -0.2 | x | x
C=CCn1cc(C(=O)N2CCN(C)CC2)c(=O)c2cc(S(=O)(=O)N3CCCC3)ccc21 in the list: 5 | -54 | -4 | 0.2 | -5 | -0.3 | -7 | 5

(more compounds)
SMILES | S100A4 MyoIIA | FN deposit inh | EWS-Fli inh | XiGFP reactiv | RAD52 anneal inh | E-selectin induc | esBAF inh | RAD54 branch
Nc1ccc(NC(=O)c2cccc(C(=O)Nc3ccc(N)cc3Cl)c2)c(Cl)c1 | -5 | -2 | 0 | -0.1 | -27 | 0.7 | 3 | -10
C[C@H](CO)N1C[C@H](C)[C@H](CN(C)Cc2ccncc2)Oc2ccc(NC(=O)NC3CCCCC3)cc2CC1=O | 5 | x | -6 | -0.2 | 7 | -2.9 | -3 | -6
O=C1N(c2ccccc2C(F)(F)F)OC1(Cc1ccccc1)c1ccccc1 (stereo not given) | 0 | -2 | -21 | 0.0 | 0 | 0.2 | x | 4
Cc1ccccc1S(=O)(=O)N(C)C[C@@H]1OCc2cn(nn2)CCCC(=O)N([C@H](C)CO)C[C@@H]1C | 3 | -11 | -1 | -0.1 | -2 | -0.1 | 3 | -1
COc1ccc(CNCCc2ccc([N+](=O)[O-])cc2)c(OC)c1OC | 5 | -1 | -20 | 0.0 | 1 | x | -2 | 0
O=[N+]([O-])c1ccc(-c2nc(Cl)c3c(n2)CCCC3)o1 | 46 | 6 | 19 | 0.1 | -7 | 0.4 | x | x
CN(C(=S)NC(=O)C1CC1)c1ccc(O)cc1 | -1 | x | 3 | -0.1 | 0 | -0.9 | -2 | -2
O=C(CN1CCCC1)Nc1cc(C(F)(F)F)ccc1Cl | 8 | 6 | 10 | -0.1 | 4 | 2.3 | x | x
COC(=O)N/N=C(\CCC(=O)O)c1cccs1 | 0 | -3 | 4 | 0.0 | -3 | -0.1 | x | -7
C[C@@H]1CCC(=O)N(C[C@@H](C)CSc2ccccc2)CC1 | 3 | 8 | -7 | 0.1 | 8 | x | 5 | 4
C=CCOc1ccc(C(=O)Nc2ccccc2C(=O)NCc2cccnc2)cc1 | -2 | 11 | x | 0.0 | -4 | x | x | 5
CCc1c(C)sc(NC(=O)c2cc(C(C)C)on2)c1C#N | 6 | 1 | -32 | 0.0 | -243 | 0.2 | 21 | -11
O=C(C[C@H]1CC[C@H]2[C@@H](COC[C@@H](O)CN2C(=O)c2ccc(F)cc2)O1)NC1Cc2ccccc2C1 | -16 | 3 | 0 | 0.4 | -13 | 0.0 | 4 | -9
C[C@@H]1CN([C@@H](C)CO)C(=O)c2cc(Br)cnc2O[C@@H]1CN(C)C(=O)c1ccccc1 | 4 | x | -6 | -0.7 | -8 | 0.3 | -1 | -6
O=C(NC(=S)Nc1cccc2cnccc12)c1ccccc1 | -1 | 7 | -1 | 0.4 | -14 | x | -14 | -2
O=C(O)CC(Cc1ccc(Cl)cc1)C(=O)Nc1cc(Cl)ccc1Cl (stereo not given) | 1 | 0 | -1 | 0.1 | 10 | 0.0 | -4 | 2
COc1cc(/C=C2\SC(=S)N(CCC(=O)NCCc3ccccc3)C2=O)cc(OC)c1OC | -3 | 9 | 9 | 0.1 | -20 | x | 6 | 2
Cc1ccc(C(O)(C(=O)NNc2ccccn2)c2ccc(C)cc2)cc1 | 5 | -14 | 17 | 0.9 | -15 | 4.2 | -2 | -10
CC[C@@]1(C(=O)OC)N[C@H](CN(C)C(=O)c2ccc(C)cc2)[C@@H]2C(=O)N(C)C(=O)[C@@H]21 | -1 | -1 | 3 | -0.1 | -8 | 0.2 | -6 | -3
O=C(NN1CCOCC1)c1cccc(Br)c1 | 2 | 0 | 2 | 0.1 | -11 | 0.3 | x | -5
COc1ccc(OC)c(C(C)NS(=O)(=O)c2cccs2)c1 (stereo not given) | 0 | 0 | -7 | 0.1 | -14 | x | -5 | 7
O=C(NCc1ccco1)c1nc(-c2ccc(F)cc2)no1 | -1 | -4 | -35 | 0.2 | -17 | x | x | x
CCOC(=O)Cn1c(=O)n(Cc2ccco2)c(=O)c2ccc(C(=O)NC3CCCC3)cc21 | -1 | 6 | 20 | 0.0 | -2 | -0.1 | 0 | -3
C[C@H](CO)N1C[C@H](C)[C@H](CN(C)C(=O)CCN2CCCCC2)Oc2ncc(C#CCN(C)C)cc2C1=O | -1 | 6 | -15 | 0.5 | -2 | -0.5 | 3 | -11
Cc1nnc(SCC(=O)Nc2ccc([N+](=O)[O-])cc2)n1CC1CCCO1 (stereo not given) | -3 | -12 | -3 | 0.0 | -14 | -0.1 | -5 | -1
Cc1ccc(-n2c(SCC(=O)N/N=C/c3ccccc3C(=O)O)nnc2-c2ccccc2)cc1 | 1 | 1 | 5 | -0.2 | -27 | -0.1 | x | -6
O=C(Cc1ccncc1)Nc1ccc2c(c1)[C@@H]1C[C@@H](CC(=O)N3CCc4ccccc4C3)O[C@H](CO)[C@@H]1O2 | -14 | -11 | -8 | 0.1 | -3 | 0.0 | 3 | -16
O=Cc1[nH]c2ccccc2c1N(C(=O)CCl)c1ccccc1 | -1 | 3 | 20 | -0.1 | -11 | x | x | x
CCCC(=O)N1CCN(Cc2nc3cc([N+](=O)[O-])ccc3n2C)CC1 | 2 | 9 | -10 | 0.0 | -14 | -0.1 | 9 | 1
CCCCn1c(N)c(N(CCOC)C(=O)COC(=O)CNC(=O)c2ccc(Cl)c(Cl)c2)c(=O)[nH]c1=O | -2 | -2 | 6 | 0.0 | -3 | x | 5 | -18
